MLL CXXC-DNA inh: inhibitors of human MLL CXXC domain-DNA interaction; Potency, µM (titrated, usually from 115 µM), for inactives: top-dose activity change, negative = inhibition, usual class: inhibitors; AID 2662; hit rate 0.037% among 290,000; MLL-CXXC / FITC-HOXA9 DNA fluorescence polarization; active = well fitted inhibition curve with a large enough effect in the polarisation, with a control signal flat, not every such curve was filed as active; inconclusive = small, poorly fitted or top-dose-only effect, or effect the other way, or a change in a side signal; inactive = no such curve, though single readings can be large or run the other way; the % refers to the polarisation; also: potency is read from the fitted curve at half-maximal effect
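Steps: dispense CXXC domain solution (7 uM) → pin compounds or unlabeled HOX-A9 DNA control → 5 min ambient → add FLSN-HOX-A9 solution (50 nM) → spin → 30 min ambient → fluorescence polarization. Tris pH 7.5/NaCl/DTT/BSA buffer.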
MBNL1 CUG block: inhibitors of human MBNL1 binding to CUG repeat RNA; TR-FRET MBNL1-His/biotin-(CUG)12 binding, 665/545 ratio; Potency, µM (doses to about 57.5 µM), inactives show top-dose activity change, negative = inhibition, actives largely listed as inhibitors; hit rate 0.036% among 280,000; active = well fitted inhibition curve with a large enough effect in the signal ratio, with a control signal flat, not every such curve was filed as active; inconclusive = small, poorly fitted or top-dose-only effect, or effect the other way, or a change in a side signal; inactive = no such curve, though single readings can be large or run the other way; the % refers to the signal ratio; also: potency is read from the fitted curve at half-maximal effect; % is scaled to controls: 0 for no effect and ±100 for the full control effect
Target sequence (Q9NR56 whole entry, looked up): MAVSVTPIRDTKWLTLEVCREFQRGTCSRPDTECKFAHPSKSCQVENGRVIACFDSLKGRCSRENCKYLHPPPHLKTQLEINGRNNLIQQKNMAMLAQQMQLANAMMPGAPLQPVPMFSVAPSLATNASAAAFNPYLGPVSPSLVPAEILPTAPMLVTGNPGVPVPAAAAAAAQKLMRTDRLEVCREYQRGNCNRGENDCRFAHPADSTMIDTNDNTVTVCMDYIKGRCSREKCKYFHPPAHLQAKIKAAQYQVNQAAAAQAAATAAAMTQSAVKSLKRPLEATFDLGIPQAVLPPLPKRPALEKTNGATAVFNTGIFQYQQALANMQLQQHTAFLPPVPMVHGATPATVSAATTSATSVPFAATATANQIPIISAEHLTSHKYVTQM
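His-tagged MBNL1 binding to biotinylated (CUG)12 RNA was measured by TR-FRET using terbium anti-His antibody (0.055 ng/ul final) and streptavidin-XL665 (5 nM final). Compounds were titrated 92 nM to 58 uM; 60 min at room temperature.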
TRPV1 agonist: activates the human vanilloid receptor TRPV1. Q8NER1. TRPV1-expressing cells, Fluo-8 calcium influx, agonist mode. activation, % at 8.33 µM. hit rate 0.19% among 320,000. AID 540275; in the data active = activation above about 80%; inconclusive = between about 30% and that limit; also: 0% is about no effect
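TRPV1-expressing cells were cultured overnight at 35.5C and loaded with Fluo-8 calcium dye for 40 to 90 min at room temperature. After a 10 s baseline, compound was added and calcium influx was read kinetically for 3 min (ex 480/em 520 nm).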
KCNH2 3.1 inh: KCNH2 3.1 (human) potassium channel inhibition | U2OS KCNH2 3.1, thallium flux FluxOr; hits give low values | activity change, % (tested at about 1.8 µM) | hit rate 0.95% among 340,000;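 active = maximum activity change below -70%; inconclusive = maximum activity change from -70% to -50%; inactive = maximum activity change above -50%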;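 also: thallium influx rate constant from kinetic fluorescence after stimulation buffer; % is scaled to controls: 0 for no effect and ±100 for the full control effect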
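Steps: virus added to U2OS suspension (4 h, RT, dark); medium with 10% FBS added, cells plated, 37 C overnight; FluxOr/Red40 loading buffer 45 min RT; stimulation buffer, 2 min kinetic read; rate constant normalized.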
S-ASM inh: inhibitors of human secretory acid sphingomyelinase; P17405; placental ASM, HMU-PC fluorogenic substrate, 60 min; Potency, µM (top dose mostly 57.5 µM), for the others: at the highest dose activity change, negative = inhibition, actives largely listed as inhibitors; hit rate 0.006% among 340,000; also: potency is read from the fitted curve at half-maximal effect
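Human placenta-derived ASM enzyme was preincubated with compound for 10 minutes at room temperature, then given fluorogenic substrate HMU-PC0 (9 uM final) for 60 minutes at 37 °C; a pH 10 stop preceded fluorescence reading at Ex 386/Em 447 nm.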
KCNH2 WT inh: blocks the wildtype human KCNH2 potassium channel; U2OS, BacMam KCNH2, thallium flux FluxOr; hits give low values; hit rate 0.37% among 340,000; activity change, % at 1.84 µM; AID 720551;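 active = maximum activity change below -70%; inconclusive = maximum activity change between -70% and -50%; inactive = maximum activity change above -50%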; also: % is scaled to controls: 0 for no effect and ±100 for the full control effect
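U2OS cells transduced with wild-type KCNH2 virus are loaded with FluxOr dye for 45 min, and thallium flux is measured in kinetic reads before and after stimulation buffer. Rate constants are normalized to DMSO controls.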
Integrin act MD: activators of alpha7 integrin expression for muscular dystrophy. alpha7betagal myoblasts, beta-gal FDG fluorescence, 48 h. Potency, µM (doses to about 38.3 µM), without a hit: top-dose activation, most hits filed as activators. hit rate 0.064% among 350,000. AID 624291;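 also: potency is read from the fitted curve at half-maximal effect; 100% = response of the positive control SU9516; nearly all actives have a fitted effect of over 60% in size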
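alpha7betagal+/- myoblasts (passage 13, 250/well) treated 48 h at 37C with compounds at 1:260 dilution of DMSO stock. Lysed, then beta-galactosidase activity read as FDG fluorescence (ex 480/em 540) after 30 min, with pre-read for autofluorescence.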
A-T KAP1 phos: potential ataxia-telangiectasia treatment; […] A-T fibroblasts, KAP-1 phosphorylation AlphaLISA; neocarzinostatin DNA damage 30 min before lysis; Potency, µM (series often up to 57.5 µM), without a hit: at the top dose activation, hits mostly activators; hit rate 0.19% among 320,000; AID 485349; also: potency is read from the fitted curve at half-maximal effect; % of control where 0% means no effect; nearly all actives have a fitted effect of over 45% in size
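ATM-like activity read as KAP-1 phosphorylation via AlphaLISA donor/acceptor antibody pairs after lysis and 6 hr at 25C. Cells were ATM-null patient fibroblasts ([…], hTERT), dosed 60 min, then exposed to the DSB inducer NCS for 30 min.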
GALK inh: blocks human galactokinase activity; P51570; Purified GALK, Kinase-Glo residual ATP luminescence; Potency, µM (doses to about 57.5 µM), for inactives: at the top dose activity change, negative = inhibition, most hits filed as inhibitors; hit rate 0.007% among 270,000; AID 1868; also: potency is read from the fitted curve at half-maximal effect; % is scaled to controls: 0 for no effect and ±100 for the full control effect
Target sequence (P51570 whole entry, looked up): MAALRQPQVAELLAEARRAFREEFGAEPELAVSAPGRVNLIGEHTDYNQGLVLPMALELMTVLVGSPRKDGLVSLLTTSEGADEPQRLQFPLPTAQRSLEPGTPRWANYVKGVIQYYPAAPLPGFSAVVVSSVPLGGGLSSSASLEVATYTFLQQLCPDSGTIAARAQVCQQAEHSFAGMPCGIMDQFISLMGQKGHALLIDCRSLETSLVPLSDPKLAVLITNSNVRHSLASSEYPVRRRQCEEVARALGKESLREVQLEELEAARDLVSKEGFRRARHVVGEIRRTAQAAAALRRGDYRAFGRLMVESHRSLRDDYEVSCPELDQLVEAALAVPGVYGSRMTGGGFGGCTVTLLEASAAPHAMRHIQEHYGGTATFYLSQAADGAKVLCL
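Galactose (100 uM) and ATP (35 uM) were turned over by 5 nM GALK for 1 h at RT. Kinase-Glo Plus then converted the remaining ATP into a luminescent signal.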
FBPA coupling cs: coupling enzyme interference in Giardia aldolase counter-screen; AID 2472; activity change, negative = inhibition, % at 58.2 µM, hits read low; hit rate 0.67% among 290,000; coupling enzyme system counterscreen, AmpLite Red fluorescence; in the data active = activity change below about -30%; also: % is scaled to controls: 0 for no effect and ±100 for the full control effect
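Final compound at 57.5 uM, incubated 10 min at RT with coupling enzyme reagent (glyceraldehyde-3-phosphate), then 20 min with substrate and AmpLite Red detection. Fluorescence read at 525/598 nm; tests interference with the coupling assay, not aldolase inhibition.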
Starred values were filed as active, the others as inactive; ? = inconclusive; . = no result given; [ ] = another dose, or the depositor's remark. Unless noted, calls follow the shape of the dose curve; as a rule, active = well fitted curve in the direction sought with a large enough effect; inconclusive = small, poorly fitted or top-dose-only effect, or another doubt; inactive = no such curve, though single readings can be large; an effect the other way counts as inactive or inconclusive.

Letter code: A = MLL CXXC-DNA inh; B = MBNL1 CUG block; C = TRPV1 agonist; D = KCNH2 3.1 inh; E = S-ASM inh; F = KCNH2 WT inh; G = Integrin act MD; H = A-T KAP1 phos; I = GALK inh; J = FBPA coupling cs
> CC(C)c1nnc(NC(=O)C2CCN(C(=O)c3ccco3)CC2)s1
  A: -1%; B: -4%; C: 1; D: 2; E: -1%; F: -17; G: 6%; H: -3%; I: 7%; J: 2

> Cc1cccc(NC(=O)C2CCCN2C(=O)Oc2ccccc2)c1 (stereo not given)
  A: -5%; B: -3%; C: -3; D: 3; E: -2%; F: 9; G: 25%; H: .; I: 1%; J: -1

> CCN1CCCC1CNc1ncnc2c1[nH]c1ccc(F)cc12 (stereo not given)
  A: 10%; B: -10%; C: 1; D: ?; E: 0%; F: -82*; G: -62%[inhibitor]; H: 0%; I: -3%; J: 0

> CCc1ccc(C(=O)NNC(=O)C2CC(=O)N(c3ccc4c(c3)OCCO4)C2)cc1 (stereo not given)
  A: .; B: .; C: 3; D: 2; E: 0%; F: 0; G: 19%; H: 2%; I: .; J: .

> CN(C)c1nc(Oc2ccc(OCCOc3ccccc3)nn2)nc(N(C)C)n1
  A: 0%; B: 0%; C: 4; D: -17; E: -2%; F: 5; G: ?; H: 0%[11.5 µM]; I: 1%; J: 0

> O=C(CN1CCCC1)OCCCC1CCCCC1
  A: -1%; B: 0%; C: -3; D: 3; E: 4%; F: 11; G: -5%; H: -6%; I: -1%; J: -2

> COc1ccc(CCNC(=O)c2ccc3c(c2)NC(=O)C(N2CCOCC2)S3)cc1OC (stereo not given)
  A: 24%; B: -1%; C: -2; D: -21; E: -1%; F: 5; G: -13%; H: 1%; I: -3%; J: 0

> Cc1noc(C)c1CSc1nc2ccccc2c(=O)n1-c1ccccc1
  A: 6%; B: -11%; C: 17; D: -2; E: -9%; F: 0; G: -9%; H: -1%; I: 1%; J: -1

> Cc1ccc(-c2nn3c(C)nnc3s2)cc1NC(=O)c1ccc(-c2ccc(Cl)cc2Cl)o1
  A: 23%; B: -1%; C: 2; D: 19; E: 13%; F: -17; G: -58%[inhibitor]; H: 6%; I: -4%; J: 0

> CC(=O)c1c(C)nn(C(=O)N2CCOCC2)c1C
  A: -5%; B: -16%; C: -5; D: 5; E: 4%; F: 7; G: 13%; H: -9%; I: 5%; J: -4

> O=c1c2cn[nH]c2nc(SCc2ccccc2F)n1-c1ccc(Br)cc1
  A: 7%; B: 1%; C: -2; D: -26; E: -25%; F: -15; G: -45%; H: 20%; I: .; J: 4

> O=C(Nc1ccc2snnc2c1)N1CCOCC1
  A: -22%; B: 7%; C: 23; D: 3; E: -1%; F: -30; G: 6%; H: 11%; I: 0%; J: 2

> Cc1cccc(NC2SC(=O)N(c3ccccc3)C2=O)c1 (stereo not given)
  A: 11%; B: -3%; C: 6; D: 2; E: 0%; F: -13; G: -26%; H: -7%; I: 0%; J: 4

> Cc1onc(-c2ccccc2)c1C(=O)NCc1ccccn1
  A: 0%; B: -3%; C: 1; D: -4; E: 5%; F: -2; G: -1%; H: -6%; I: 0%; J: 1

> COc1ccc(C2CC(c3ccccc3OC(C)=O)=NN2C(=O)/C=C/c2ccccc2)cc1 (stereo not given)
  A: 2%; B: .; C: 6; D: -45; E: -8%; F: 35; G: 27%; H: 1%; I: -2%; J: 2

> CSc1nnc(-c2sc3cc(Cl)ccc3c2Cl)n1C
  A: 0%; B: 3%; C: 2; D: -30; E: -5%; F: 1; G: ?; H: 5%; I: -1%; J: -1

> CCOc1ccc(NC(=S)Nc2cc(OC)c(Cl)cc2OC)cc1
  A: -1%; B: -4%; C: 6; D: -12; E: -6%; F: 0; G: -18%; H: -5%; I: .; J: -1

> Cc1nc(SCC(=O)O)c(C#N)c(C)c1CC(=O)c1ccccc1
  A: -3%; B: -4%; C: 2; D: 8; E: 2%; F: 0; G: -17%; H: 3%; I: 7%; J: 9

> COc1ccc(NC(=O)CCn2cccc2)cc1
  A: 5%; B: -2%; C: 6; D: -78*; E: 7%; F: -9; G: 22%; H: -3%; I: 0%; J: 0

> CC(C)(C)C(=O)/C=c1\[nH]c(=O)/c(=C\c2ccc(F)cc2)s1
  A: 5%; B: 21%; C: 15; D: .; E: -20%; F: 1; G: 13%; H: -1%; I: 0%; J: 2

> CCn1cc(C(=O)NCCO)c(=O)c2cc(F)c(N3CCN(C)CC3)cc21
  A: 6%; B: 2%; C: 2; D: -2; E: -2%; F: -3; G: 0%; H: 1%; I: 10%; J: 1

> CCOC(=O)C1CCN(C(=O)c2ccc3c(c2)C(=O)N(c2ccccc2C)C3=O)CC1
  A: .; B: .; C: 0; D: 10; E: 1%; F: -37; G: -7%; H: 0%; I: .; J: .

> Cc1cc2c(cc1C)NC1(C(=O)Nc3ccccc31)C1=C(CC(C)(C)CC1=O)N2 (stereo not given)
  A: -1%; B: -2%; C: 0; D: ?; E: 0%; F: -13; G: 13%; H: .; I: -2%; J: 0

> Cc1n[nH]c(=O)c2c(NC(=O)COC(=O)c3ncc(Cl)c(Cl)c3Cl)oc(C)c12
  A: .; B: .; C: -2; D: 1; E: 3%; F: 2; G: -19%; H: 3%; I: .; J: .

> CSc1ccccc1Sc1cc(C(=O)O)c2ccccc2n1
  A: -1%; B: 11%; C: -2; D: -2; E: 5%; F: 9; G: 24%; H: 0%; I: 0%; J: 3

> COc1cc(C2CC(=O)Oc3c2c(=O)n(C)c2ccccc32)cc(OC)c1OC (stereo not given)
  A: -5%; B: -4%; C: 2; D: 11; E: 2%; F: .; G: ?; H: 1%; I: 1%; J: 1

> O=C(CSc1nnc(SCc2ccccc2)s1)N/N=C/c1c[nH]c2ccccc12
  A: 13%; B: ?; C: 1; D: 15; E: -1%; F: 4; G: 0%; H: -4%; I: 5%; J: -7

> COc1ccc(N2CCN(CCCNC(=O)c3cc4sccc4n3C)CC2)cc1
  A: 4%; B: -2%; C: 2; D: -94*; E: -3%; F: -109*; G: -27%; H: .; I: 2%; J: 0

> COc1cccc(-c2nc3ccccc3s2)c1
  A: -4%; B: 2%; C: 2; D: -12; E: -5%; F: 3; G: 0%; H: 6%; I: 1%; J: 3

> COc1cccc(CC(=O)OCC(=O)NC2(C#N)CCCCC2)c1
  A: .; B: .; C: 2; D: 4; E: 0%; F: 1; G: -8%; H: -5%; I: .; J: .

> CCOC(=O)N1CCC(NCCNC(=O)c2ccc(Cl)cc2)CC1
  A: 5%; B: 1%; C: 0; D: -22; E: 6%; F: 11; G: -38%; H: 4%; I: 2%; J: 2

> Cc1cc(N2CCN(C)CC2)nc2ccc(NC(=S)N3CCN(c4ccc(F)cc4)CC3)cc12
  A: -1%; B: -4%; C: -1; D: -36; E: 36%[activator]; F: 30; G: -53%[inhibitor]; H: 0%; I: -1%; J: 1

Screening data from PubChem.
